Source: PubChem BioAssay (several laboratories)
HIV fusion peptide – inhibitors of HIV fusion peptide binding, primary screen, biochemical, uHTS, fluorescence dequenching (AID 1986). cell-free peptide binding, fluorescence dequenching, 30 min; higher % means a stronger effect. inhibition, % at 20 µM, or IC50 in µM where a hit was titrated. 290,000 compounds, 0.3% hits; in the data active = inhibition mostly above about 52%, no sharp cut-off; inactive = mostly below about 76%; note: some results filed as inactive read as strong as hits
XIAP displacement – small molecules displacing peptide from XIAP – biochemical, IAP family, fluorescence polarization (AID 1018). XIAP BIR domain, fluorescence polarization peptide displacement; higher % means a stronger effect. displacement, % at 20 µM; hits with a dose series show IC50 in µM. 200,000 compounds, 0.007% hits; in the data active = displacement above about 50%; note: a part of the inactive calls stands beside numbers as strong as those of hits
LYP phosphatase – inhibitors of LYP phosphatase, biochemical, fluorescence intensity, uHTS (AID 1779); 290,000 compounds, 0.054% hits; inhibition, % at 11.5 µM, or IC50 in µM where a hit was titrated; recombinant LYP phosphatase, fluorescence intensity; higher % means a stronger effect;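 note: plate controls were vehicle with enzyme for no effect and no enzyme for full effect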
Dengue-2 NS5 capping – flavivirus cap methylation enzyme inhibition – biochemical, confirmation dose response, primary screen (AID 588689) | one-dose inhibition, % at 25 µM; IC50 in µM for titrated hits | 340,000 compounds, 0.3% hits | Dengue-2 NS5 methyltransferase capping enzyme assay, biochemical; higher % means a stronger effect; in the data active = a potency from the dose series; inconclusive = inhibition above about 29% without an active follow-up result
Myeloid diff 2 – compounds promoting myeloid differentiation; ER-HoxA9 myeloid progenitors, lysozyme-GFP differentiation, flow cytometry; calls only at 10 µM; 360,000 compounds, 1% hits; AID 624256;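 active = normalized GFP-positive differentiation at or above the plate's own cutoff, the solvent-only control mean plus 3 SD; inconclusive = no clear call, values can overlap the other calls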;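 note: cells exposed to compound for four days before flow analysis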
Hep lipid drop – modulators of hepatic lipid droplet formation; AML12 mouse hepatocytes, oleate lipid droplets, BODIPY imaging; inhibition, % at 6.5 µM; 240,000 compounds, 0.4% hits;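 active = lipid droplet intensity inhibited by at least 50%, with more than 500 cells counted; inconclusive = wells with under 300 cells, treated as cytotoxic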
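Assay system: AML12 mouse liver cells | Compound dosing: One dose, 6.5 µM compound | Read-out basis: Droplet intensity reduction, % inhibition | Measured by: Fluorescence imaging, 20x objective, two fields per well | Schedule: Overnight treatment with compound plus oleate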
NOD2 inhibition – inhibition of NOD2-driven NF-kB reporter – cell-based, luminescence, uHTS, HEK293 (AID 1566) | inhibition, % at 4 µM, or EC50 in µM where a hit was titrated | 290,000 compounds, 0.63% hits | HEK293 NOD2/NF-kB luciferase reporter, luminescence; higher % means a stronger effect; note: many of its hits are not listed in these tables
Siah-1 displacement – blockers of Siah-1 interaction with plectin peptide – biochemical, fluorescence polarization, rhodamine-plectin, uHTS, primary screen (AID 1817) | Siah-1 / rhodamine-plectin peptide fluorescence polarization; higher % means a stronger effect | displacement, % at 20 µM, or IC50 in µM where a hit was titrated | 290,000 compounds, 0.02% hits;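 active = displacement of at least 50% at 20 µM, with a fluorescence ratio check between 0.3 and a set limit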;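 note: plate controls were Siah plus tracer with DMSO for no effect and tracer alone without Siah for full effect; strong numbers were not always called active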
AID2073 – inhibitors of Mint1-CaV2.2 protein interaction, biochemical, HTRF (AID 2073) | HTRF protein-protein interaction, Mint1-CaV2.2; higher % means a stronger effect | one-dose inhibition, % at 20 µM; IC50 in µM for titrated hits | 290,000 compounds, 0.19% hits; in the data active = inhibition mostly above about 51%, no sharp cut-off; inconclusive = no clear call, values can overlap the other calls; inactive = mostly below about 53%; note: some results filed as inactive read as strong as hits
Hep lipid drop cells 6.5 µM – recorded beside Hep lipid drop, whose call it bears; cell count; measured here: cell count, cytotoxicity flag;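 cells counted across two imaged fields per well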
Dengue-2 NS5 capping pilot replicate – recorded beside Dengue-2 NS5 capping, whose call it bears; inhibition, %; measured here: pilot screen replicate inhibition
Myeloid diff 2 GFP+ MAC1+ % – second read-out of Myeloid diff 2, no call of its own (marks repeat the call); GFP+ MAC1+ double positive, %; measured here: differentiation confirmed by MAC1 staining
An asterisk follows results filed as active; i = inactive; ? = inconclusive; / = no result given. Cut-off read from the data, not from the text of the source, unless noted: active = inhibition above about 50%; inactive = the rest. Not all compounds are listed; count on the stated rates, not on these rows.

SMILES | HIV fusion peptide | XIAP displacement | LYP phosphatase | Dengue-2 NS5 capping | Myeloid diff 2 | Myeloid diff 2 GFP+ MAC1+ % | Hep lipid drop | Hep lipid drop cells 6.5 µM | NOD2 inhibition | Siah-1 displacement | AID2073 | others
O=C(OCC(=O)N1CCN(C(=O)c2ccco2)CC1)c1ccccc1OCc1ccc(Cl)cc1 | -2.4% | -6.3% | -4% | 3% | i | 0.9 | / | / | 4% | 1% | -1%
O=C(O)c1cc2ccc3ccccc3c2[nH]1 | -1.7% | -3.5% | -3% | 5% | i | 2.7 | / | / | -16% | -4% | 0%
COc1ccc(CNC(=O)C(OC(=O)c2nsc(Cl)c2Cl)C(C)C)cc1 (centres undefined) | -0.4% | -8.8% | -10% | -9% | i | 0.2 | 4 | 664 | -2% | 2% | -4%
O=C(Nc1nnc(-c2ccccc2Cl)s1)C1CCN(S(=O)(=O)c2ccc(Cl)cc2)CC1 | 2.5% | -3.4% | 2% | -5% | i | 0.0 | 12 | 642 | 5% | 10% | -4%
O=C(c1cnn2c(C(F)F)cc(-c3ccccc3)nc12)N1CCc2ccccc21 | -1.3% | -7.8% | 0% | -11% | i | 0.5 | 0 | 635 | 17% | 3% | 5%
Cn1c(=O)c2c(nc(CN3CCC(C(N)=O)CC3)n2CCCc2ccccc2)n(C)c1=O | -1.3% | -1.4% | -4% | 2% | i | 0.8 | 2 | 726 | 2% | 1% | ?
COC(=O)c1cc(NS(=O)(=O)c2ccc(N3CCOCC3)c(N)c2)cc(C(=O)OC)c1 | 0.4% | -0.5% | -10% | -4% | i | 1.2 | -1 | 694 | 11% | 3% | 5%
CCOC(=O)N1CCN(c2ccc([N+](=O)[O-])cc2F)CC1C (centres undefined) | 1.8% | -1.6% | -2% | 2% | i | 0.1 | -2 | 684 | 18% | 6% | -15%
O=C(NCc1cccs1)C1CCC(CNS(=O)(=O)c2ccccc2)CC1 (centres undefined) | -0.8% | -5.8% | -1% | -6% | i | 0.3 | -8 | 682 | 1% | 0% | 4%
CC1(C)OC(=O)C2(Cc3ccccc3N3CCCCC32)C(=O)O1 (centres undefined) | -2.3% | -13% | -5% | 1% | i | 1.0 | / | / | 0% | 5% | -7% | Dengue-2 NS5 capping pilot replicate=-4.7
CC(=O)Nc1ccc(-c2nc3ccccc3o2)cc1 | -0.7% | / | -8% | 9% | i | 0.3 | -2 | 824 | -94% | 8% | 6%
O=C(Nc1ccccc1N1CCCCC1)c1ccccc1F | -2.2% | -8.1% | -7% | -9% | i | 1.0 | / | / | 11% | -1% | -2%
CNc1nc(-c2cccs2)cc(C(F)(F)F)c1C#N | 1.5% | / | -7% | -7% | i | 0.1 | -14 | 699 | 7% | -1% | 38%
COc1ccc(Nc2nc3c(C)cccn3c(=O)c2C=NCc2ccccc2)cc1 | -0.4% | -5.1% | 8% | 0% | i | 0.0 | 0 | 700 | 7% | -2% | 16%
CCOC(=O)N1CCN(C(=O)C(=O)N/N=C/c2ccc(OC)cc2OC)CC1 | -0.2% | / | -4% | 10% | i | 0.2 | 0 | 678 | 8% | -1% | 1%
CCn1c(/C=C/c2ccccc2Cl)nc2ccccc2c1=O | -1.8% | / | 1% | -1% | i | 0.5 | 2 | 714 | -20% | -1% | 2%
O=C(Nc1ccn(C2CC(OC(=O)c3ccccc3)C(CO)O2)c(=O)n1)c1ccccc1 (centres undefined) | -0.6% | 0.7% | -3% | 1% | i | 1.2 | / | / | 21% | 6% | -9%
O=S(=O)(/N=C(/NNS(=O)(=O)c1ccccc1)c1ccccc1)c1ccccc1 | 1.9% | -8.3% | -9% | -6% | i | 0.9 | -10 | 719 | -8% | -3% | -2%
CCSc1nnc(Nc2ccc(C)cc2)s1 | -0.3% | -1.9% | -5% | 0% | i | 5.4 | / | / | -74% | -3% | -2%
CCC(C)OC(=O)C1=C(C)NC(=O)NC1c1ccc(F)cc1 (centres undefined) | 11% | 0.2% | -3% | -5% | i | 5.7 | / | / | 14% | 6% | -5%
CC(C)(C)SCCNC(=O)c1ccc(NS(C)(=O)=O)cc1 | -1.5% | -1.2% | -7% | 3% | i | 4.0 | 12 | 749 | -22% | 0% | 4%
CCOc1ccc(NC(=O)CCS(=O)(=O)c2ccc(Br)cc2)cc1 | 2.0% | / | 2% | -7% | i | 0.3 | -4 | 835 | 2% | 29% | 37%
COc1ccc(C)cc1Nc1n[n+](C)c(-c2c3ccccc3cc3ccccc23)s1 | 0.5% | / | -12% | 6% | / | / | / | / | -2% | -4% | 10%
CCSCCc1nnc(NC(=O)Nc2cccc(C(F)(F)F)c2)s1 | -0.9% | -4.0% | -3% | 0% | i | 0.0 | -33 | 544 | 15µM* | 2% | 7%

Next part; it opens with the 2 that closed the last part.
SMILES | HIV fusion peptide | XIAP displacement | LYP phosphatase | Dengue-2 NS5 capping | Myeloid diff 2 | Myeloid diff 2 GFP+ MAC1+ % | Hep lipid drop | Hep lipid drop cells 6.5 µM | NOD2 inhibition | Siah-1 displacement | AID2073 | others
COc1ccc(C)cc1Nc1n[n+](C)c(-c2c3ccccc3cc3ccccc23)s1 | 0.5% | / | -12% | 6% | / | / | / | / | -2% | -4% | 10%
CCSCCc1nnc(NC(=O)Nc2cccc(C(F)(F)F)c2)s1 | -0.9% | -4.0% | -3% | 0% | i | 0.0 | -33 | 544 | 15µM* | 2% | 7%
Cc1cc(C)c2sc(N(CCCN(C)C)C(=O)c3ccc(Br)s3)nc2c1 | -0.6% | -2.6% | -2% | -12% | i | 0.4 | 0 | 655 | 8% | 0% | 20%
O=C(Nc1ccc(OC(F)(F)F)cc1)C1CCCN(S(=O)(=O)c2cccnc2)C1 (centres undefined) | -2.1% | -3.2% | -1% | -1% | i | 0.6 | / | / | 30% | -2% | 2%
Cc1ccc(NC(=O)CSc2n[nH]c(C)c2[N+](=O)[O-])cc1 | 1.6% | -1.6% | 5% | 1% | i | 0.9 | -8 | 544 | -46% | 7% | 0%
CCCC(=O)Nc1nc(C)c(-c2csc(Nc3cc(OC)ccc3OC)n2)s1 | 3.9% | -5.0% | 6% | -7% | i | 0.6 | / | / | -21% | -5% | -2%
O=C(Nc1cccc([N+](=O)[O-])c1)Nc1ccc(Cl)cn1 | 0.8% | -3.8% | -2% | -2% | i | 0.2 | 11 | 659 | 13% | 1% | 1%
CC1CCCN(C(=O)CSc2nnc(-c3c[nH]c4ccccc34)o2)C1 (centres undefined) | 5.3% | -1.8% | -6% | -1% | i | 7.1 | / | / | 0% | -4% | -2%
COc1ccc(S(=O)(=O)Nc2cc(Sc3ncn[nH]3)c(O)c3ccccc23)cc1 | 4.0% | -13% | -6% | / | / | / | -25 | 728 | 41% | -1% | -6%
COc1ccc(/C=C/C(=O)NCCN=C2NS(=O)(=O)c3ccccc32)cc1 | 2.0% | -2.7% | -2% | -12% | i | 0.2 | 14 | 677 | 5% | 6% | 1%
Cc1nc(N)sc1C(=O)Nc1ccccc1 | -1.8% | -1.9% | -2% | -8% | i | 0.0 | / | / | 0% | 3% | -7%
CCc1ccc(NC(=O)Cn2nc(C)c([N+](=O)[O-])c2C)cc1 | 0.1% | -7.9% | -3% | -15% | i | 0.4 | -18 | 652 | 19% | -1% | -7%
COc1cc2cc(CN(CCCO)S(=O)(=O)c3ccccc3)c(=O)[nH]c2cc1OC | 0.9% | 3.3% | -8% | -1% | i | 1.3 | / | / | 12% | 0% | 4%
CN(C)S(=O)(=O)N1CCN(Cc2ccccc2)CC1 | -2.2% | -4.0% | -6% | -1% | i | 7.7 | 10 | 766 | 7% | -2% | 13%

Sorted by formula weight (ascending): some entries from above.
SMILES | HIV fusion peptide | XIAP displacement | LYP phosphatase | Dengue-2 NS5 capping | Myeloid diff 2 | Myeloid diff 2 GFP+ MAC1+ % | Hep lipid drop | Hep lipid drop cells 6.5 µM | NOD2 inhibition | Siah-1 displacement | AID2073 | others
Cc1nc(N)sc1C(=O)Nc1ccccc1 | -1.8% | -1.9% | -2% | -8% | i | 0.0 | / | / | 0% | 3% | -7%
O=C(Nc1cccc([N+](=O)[O-])c1)Nc1ccc(Cl)cn1 | 0.8% | -3.8% | -2% | -2% | i | 0.2 | 11 | 659 | 13% | 1% | 1%
CCc1ccc(NC(=O)Cn2nc(C)c([N+](=O)[O-])c2C)cc1 | 0.1% | -7.9% | -3% | -15% | i | 0.4 | -18 | 652 | 19% | -1% | -7%
Cc1ccc(NC(=O)CSc2n[nH]c(C)c2[N+](=O)[O-])cc1 | 1.6% | -1.6% | 5% | 1% | i | 0.9 | -8 | 544 | -46% | 7% | 0%
CC1CCCN(C(=O)CSc2nnc(-c3c[nH]c4ccccc34)o2)C1 (centres undefined) | 5.3% | -1.8% | -6% | -1% | i | 7.1 | / | / | 0% | -4% | -2%
COc1ccc(S(=O)(=O)Nc2cc(Sc3ncn[nH]3)c(O)c3ccccc23)cc1 | 4.0% | -13% | -6% | / | / | / | -25 | 728 | 41% | -1% | -6%
O=C(Nc1ccc(OC(F)(F)F)cc1)C1CCCN(S(=O)(=O)c2cccnc2)C1 (centres undefined) | -2.1% | -3.2% | -1% | -1% | i | 0.6 | / | / | 30% | -2% | 2%
COc1cc2cc(CN(CCCO)S(=O)(=O)c3ccccc3)c(=O)[nH]c2cc1OC | 0.9% | 3.3% | -8% | -1% | i | 1.3 | / | / | 12% | 0% | 4%
Cc1cc(C)c2sc(N(CCCN(C)C)C(=O)c3ccc(Br)s3)nc2c1 | -0.6% | -2.6% | -2% | -12% | i | 0.4 | 0 | 655 | 8% | 0% | 20%

Remaining list, next part:
SMILES | HIV fusion peptide | XIAP displacement | LYP phosphatase | Dengue-2 NS5 capping | Myeloid diff 2 | Myeloid diff 2 GFP+ MAC1+ % | Hep lipid drop | Hep lipid drop cells 6.5 µM | NOD2 inhibition | Siah-1 displacement | AID2073 | others
Cc1ccc(Cn2ccc(C3CC3)n2)cc1 | -0.4% | -0.5% | 2% | -4% | i | 0.8 | / | / | -42% | 12% | -4%
CCCOc1ccccc1-c1nc(SCCC(=O)O)n[nH]1 | 0.6% | -3.1% | -2% | -3% | i | 0.9 | -1 | 755 | -6% | 5% | -13%
CCCSc1ncc(Cl)c(C(=O)Nc2ccc(S(=O)(=O)N3CC(C)OC(C)C3)cc2)n1 (centres undefined) | -1.4% | -5.7% | 3% | -12% | i | 6.7 | 17 | 778 | 12% | 0% | 4%
Cc1nnsc1C(=O)N1CCCC(N2CCN(c3cccc(C(F)(F)F)c3)CC2)C1 (centres undefined) | -0.6% | / | -5% | 5% | i | 6.1 | -12 | 690 | 8% | 10% | -2%
Cc1ccc(S(=O)(=O)C(F)(F)F)cc1NC(=O)c1cccnc1 | -0.1% | 1.2% | -1% | -8% | i | 0.7 | -14 | 771 | 7% | 15% | 13%
CCCCNC(=O)N1CCCC(N(C)CCc2ccc(OC)c(OC)c2)C1 (centres undefined) | -0.4% | / | -12% | / | i | 0.3 | 0 | 788 | -13% | 4% | 6%
